Screening results deposited in PubChem by several laboratories.
FXN GAA850 act: activators of GAA850 frataxin (FXN) promoter | HEK293 lucGAA850 FXN promoter luciferase reporter, 24 h; percent of 10 µM SAHA response | activation, % at 6 µM | hit rate 0.56% among 360,000 | AID 540364;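 active = activation above the average of all compounds screened plus 3 SD, cutoff fixed separately per campaign, cut at about 7.5% in these data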;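 also: 0% = DMSO wells and 100% = 10 µM SAHA wells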
GC-B act: GC-B (human) receptor activation. P20594. HEK293-GC-B cells, CNP EC30, cGMP TR-FRET; 0% at EC30 CNP, 100% saturating CNP. activation, % at 10 µM. hit rate 0.11% among 370,000. AID 1920062;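 active = activation at 10 µM reaching about 35% in either raw or pattern-adjusted values, limit read from the data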
NPR1 activator: GC-A (human) enzyme activation; P16066; HEK293 GC-A cells, cGMP TR-FRET, EC30 ANP; 0% at EC30 ANP, 100% saturating ANP; activation, % at 10 µM; hit rate 0.14% among 370,000; AID 1671463; in the data active = activation above about 40%
DAX1 inh-1: DAX1 (NR0B1) inhibition, primary screen; HEK293T StAR-luciferase reporter, SF-1/DAX-1 repression relief; inhibition, % at 6.8 µM; hit rate 1.1% among 370,000; AID 652010;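 active = inhibition above the mean over all tested compounds plus 3 SD, cut at about 3.6% in these data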;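 also: 0% = DAX-1 cells with DMSO and 100% = cells lacking DAX-1 with DMSO; higher inhibition means more luminescence from relief of DAX-1 repression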
sPLA2-III inh: Inhibits HGIII-sPLA2 liposome hydrolysis, primary screen | QFRET BODIPY PC-A2 liposome hydrolysis, fluorescence | Q9NZ20 | hit rate 0.56% among 370,000 | AID 743126 | inhibition, % at 12.2 µM;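 active = inhibition above mean plus 3 SD of compounds lying within the high and low control bounds, cut at about 19% in these data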;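 also: 0% = median of test compound wells and 100% = no enzyme DMSO wells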
hcDAF-12 act: activators of H. contortus DAF-12 nuclear receptor; activation, % at 6.8 µM; HEK293 hcDAF-12 lit1-tk-luc reporter, luminescence; 0% DMSO, 100% Δ7-dafachronic acid; hit rate 1.4% among 370,000;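 active = activation above the mean of all tested compounds plus 3 SD, cut at about 5.5% in these data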;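 also: 100% = response to 3 µM Δ7-dafachronic acid high control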
ssDAF-12 act: activates DAF-12 receptor from parasite S. stercoralis; hit rate 1% among 370,000; HEK293 ssDAF-12/GRIP1 lit1-tk-luc reporter, luminescence; % of 3 µM dafachronic acid response; AID 652126; activation, % at 6.8 µM;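 active = activation above the mean over all tested compounds plus 3 SD, cut at about 0.9% in these data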;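 also: 0% = DMSO-only wells and 100% = 3 µM delta7-dafachronic acid wells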
SMARCA2 activ: activators of SMARCA2 function. MG213 cells, MMTV-luciferase reporter, dexamethasone, overnight. activation, % at 9.1 µM. hit rate 1% among 370,000. AID 652017; in the data active = activation above about 7.8%;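 also: 0% = vehicle wells and 100% = reference activator wells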
DAX1 inh-2: NR0B1 (DAX1) inhibition; P51843; AID 504766; hit rate 0.99% among 340,000; inhibition, % at 6.75 µM; HEK293 Gal4-DAX1 luciferase reporter, luminescence;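 active = inhibition above the mean over all tested compounds plus 3 SD, cut at about 4.2% in these data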;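 also: 0% = DAX1-transfected cells with DMSO and 100% = empty-vector control cells with DMSO; inhibition shows as a rise in luminescence from relieved DAX1 repression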
Target sequence (P51843 207-470 limits assumed): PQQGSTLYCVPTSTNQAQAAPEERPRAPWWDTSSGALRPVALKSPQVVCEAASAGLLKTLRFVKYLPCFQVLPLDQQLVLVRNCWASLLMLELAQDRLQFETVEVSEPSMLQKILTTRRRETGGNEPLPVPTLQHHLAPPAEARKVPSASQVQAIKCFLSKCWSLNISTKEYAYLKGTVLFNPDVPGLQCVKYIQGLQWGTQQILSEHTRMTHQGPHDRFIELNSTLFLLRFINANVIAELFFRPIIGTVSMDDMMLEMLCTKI
hgDAF12 agonist: hgDAF-12 agonism, primary luciferase screen; HEK293 GAL4-hgDAF12 UAS-luciferase reporter, agonist luminescence; normalized to butyrate control; hit rate 1.8% among 370,000; activation, % at 6.8 µM;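 active = activation above a cutoff set at the mean of all screened compounds plus 3 SD, cut at about 10% in these data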;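 also: 0% = DMSO wells and 100% = sodium butyrate wells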
ADAM10 inh: inhibitors of human ADAM10. hit rate 0.62% among 370,000. recombinant ADAM10, EDANS/DABCYL FRET peptide cleavage, 3 h. inhibition, % at 7 µM. AID 720582. O14672;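 active = inhibition above a per-campaign cutoff equal to the mean of compounds falling between control-based bounds plus 3 SD, cut at about 20% in these data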;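 also: 0% = DMSO wells while the 100% control is not disclosed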
Target sequence (O14672 214-748 limits assumed): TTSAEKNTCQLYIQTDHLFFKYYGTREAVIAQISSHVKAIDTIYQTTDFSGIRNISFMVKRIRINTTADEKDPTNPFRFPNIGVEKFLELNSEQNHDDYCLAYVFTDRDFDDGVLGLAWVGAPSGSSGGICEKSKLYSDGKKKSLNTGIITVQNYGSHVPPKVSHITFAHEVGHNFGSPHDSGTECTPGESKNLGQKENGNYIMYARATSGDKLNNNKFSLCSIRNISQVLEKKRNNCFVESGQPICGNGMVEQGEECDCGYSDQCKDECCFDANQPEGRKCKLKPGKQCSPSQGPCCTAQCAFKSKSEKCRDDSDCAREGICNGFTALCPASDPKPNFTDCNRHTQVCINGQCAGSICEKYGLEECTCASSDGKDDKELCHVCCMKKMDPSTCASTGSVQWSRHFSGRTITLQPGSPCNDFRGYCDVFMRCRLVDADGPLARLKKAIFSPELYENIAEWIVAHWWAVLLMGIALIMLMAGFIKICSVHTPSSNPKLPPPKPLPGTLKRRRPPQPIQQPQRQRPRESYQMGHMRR
* hit, by the source's call; i = inactive; . = no result given. Outcome played no part in choosing rows, and some 6.6% of all compounds hit somewhere here.

SMILES	FXN GAA850 act	GC-B act	NPR1 activator	DAX1 inh-1	sPLA2-III inh	hcDAF-12 act	ssDAF-12 act	SMARCA2 activ	DAX1 inh-2	hgDAF12 agonist	ADAM10 inh
COC(=O)[C@@H](NC(=O)Nc1cc(Cl)ccc1C)C(C)C	-1.5	1	5	-1.0	5	-1.9	-1.4	-5	-0.4	-1.7	1
COc1cc2c(cc1OC)C(C)N(C(=O)C1COc3ccccc3O1)CC2 (stereo not given)	-1.2	-1	0	-1.3	5	-2.2	-1.5	1	-1.2	-4.4	5
CC(C)(C)n1nc2c(c1NC(=O)c1cccc(C(F)(F)F)c1)CS(=O)C2 (stereo not given)	0.4	-1	-4	-0.5	6	0.6	-1.4	-3	1.4	0.2	3
Cc1cc(C)cc(OCC(=O)Nc2nc3ccc([N+](=O)[O-])cc3s2)c1	1.3	4	-5	0.1	4	-1.0	-1.3	0	0.1	1.5	7
CN1CCCC(OC(=O)/C(C#N)=C/c2ccccc2)C1 (stereo not given)	1.9	5	1	0.9	0	-0.5	-1.4	-3	-0.9	4.8	-11
CSc1nc(C)cc(Oc2ccc(OCCOc3ccccc3)nn2)n1	1.1	11	3	-0.3	-1	-0.3	-1.6	-3	-0.6	-2.3	-9
Cc1cc(-c2ccc(Cl)cc2)oc(=O)c1NC(=O)c1ccccc1	-1.7	1	6	-0.5	-2	-2.2	-1.1	1	0.4	0.5	0
CCOc1ccc(OCCC(=O)OCC(=O)N2CCN(S(=O)(=O)c3ccc(C)cc3C)CC2)cc1	-1.3	4	-1	-0.7	-21	-2.4	-0.8	-5	-1.2	1.5	9
CCOC(=O)C1=CNS(=O)(=O)NC1c1ccc(C(F)(F)F)cc1 (stereo not given)	1.2	-1	0	-0.1	6	0.3	-1.3	-2	0.2	0.2	-118
CCOc1ccc(OCCC(=O)OCC(=O)NCCc2ccc(S(N)(=O)=O)cc2)cc1	2.0	5	-2	0.2	-5	0.0	-1.8	-5	1.2	-2.1	-4

Sorted by the number under ssDAF-12 act (smallest number first): three from the list above
SMILES,ssDAF-12 act
COc1cc2c(cc1OC)C(C)N(C(=O)C1COc3ccccc3O1)CC2 (stereo not given),-1.5
CN1CCCC(OC(=O)/C(C#N)=C/c2ccccc2)C1 (stereo not given),-1.4
CCOC(=O)C1=CNS(=O)(=O)NC1c1ccc(C(F)(F)F)cc1 (stereo not given),-1.3

Further results:
SMILES	FXN GAA850 act	GC-B act	NPR1 activator	DAX1 inh-1	sPLA2-III inh	hcDAF-12 act	ssDAF-12 act	SMARCA2 activ	DAX1 inh-2	hgDAF12 agonist	ADAM10 inh
COc1cc(OC)c(C(=O)NCc2ccco2)cc1OC	1.1	-5	-1	-0.1	0	-2.7	-1.7	-1	1.1	2.1	2
Cc1ccc(S(=O)(=O)N(CC(=O)N2CCN(c3ccccc3F)CC2)C2CCCCC2)cc1	-1.3	-7	4	0.5	-2	0.4	-1.3	-1	-0.3	-1.0	-7
CCC(=Cc1ccccc1OC)c1ccncc1	-1.2	0	-3	-1.7	5	-0.8	-1.1	-3	-0.7	1.7	-13
O=S(=O)(NCC1CCCO1)c1ccc(-c2ccc(S(=O)(=O)NCC3CCCO3)cc2)cc1 (stereo not given)	-4.6	0	3	-4.7	-17	-3.9	-3.2	-7	-6.0	-8.3	-2
O=C(NCCCN1CCCC1=O)c1cc2nc(-c3ccco3)cc(C(F)(F)F)n2n1	1.5	-3	3	-0.4	13	1.2	1.0*	-1	-0.5	-2.6	-292
C[C@H]1CC[C@@]2(O[C@H](CCO)C[C@H](O)[C@H]2O)O1	0.6	1	0	-0.2	6	-0.7	-1.4	-1	2.2	0.3	-3
O=C(O)Cn1c(O)c(C2=c3ccccc3=NC2=O)sc1=O	-1.4	-3	-4	0.4	9	5.1	0.1	-3	-0.4	1.5	-11
Nc1cc(S(=O)(=O)N2CCOCC2)ccc1N1CCCCC1	0.3	1	9	-2.3	7	0.0	-0.3	-2	-0.1	0.0	-18
N/C(=N/OC(=O)c1ccccc1F)c1nonc1N	1.4	1	0	0.6	11	-0.8	-0.8	4	-1.2	2.9	4
O=C(c1ccccc1)N1CCCc2ccccc21	0.8	6	0	0.0	5	-0.4	-0.8	-1	-0.5	-0.3	-1
NC(=O)CC(NC(=O)Cc1ccc(Br)cc1)c1ccc(NCc2ccc(F)cc2)c([N+](=O)[O-])c1 (stereo not given)	-1.5	-3	-3	-0.5	2	-2.9	-1.9	0	-0.1	7.5	-4
Cc1ccc(S(=O)(=O)Nc2ccc3c(c2)OCCO3)cc1C	-8.4	2	-3	-2.7	-7	-5.0	-2.2	-9	-0.1	-12	-5
CCOC(=O)c1c(-c2ccccc2)oc2ccc(O)c(CN3CCCC3)c12	-3.5	-16	-6	-0.3	-16	-0.8	-0.8	1	0.6	1.0	3
O=C(CCn1c(=O)[nH]c2ccsc2c1=O)NCc1ccc(F)cc1	1.4	-4	6	-0.1	2	-1.0	-0.7	-1	-1.2	-1.0	-5
CC(C)(Cc1ccc(O)cc1)NC(=O)CC(=O)N=Nc1c(O)[nH]c2ccc(Br)cc12	1.1	-9	-8	-0.3	-48	-1.6	-1.7	2	-0.5	-0.6	0
CCS(=O)(=O)N1Cc2ccccc2CC1C(=O)NC(C)C12CC3CC(CC(C3)C1)C2 (stereo not given)	12*	-10	-5	0.1	9	0.8	-0.8	0	1.9	-0.6	3
CCCn1c(=O)c(C(=O)NCc2ccccc2OC)c(O)c2ccccc21	0.2	-3	1	-0.3	-4	-1.4	-0.8	2	2.8	1.8	1
CCC(C)[C@H](NC(=O)NCc1cccc(OC)c1)C(=O)OC (stereo not given in full)	0.8	-3	-2	0.4	10	-1.1	-1.2	1	0.3	-1.5	1
O=C(/C=C/c1ccccc1Cl)Nc1ccncc1	2.0	-8	-4	0.0	-4	-0.9	-1.0	0	-0.4	3.4	7
CCCCC1=CC2=C(c3ccco3)C(=O)C(C)(OC(=O)c3ccc(OC)cc3)C(=O)C2=CN1CCCCO (stereo not given)	1.9	-2	0	0.4	6	-0.1	-0.3	0	-0.4	1.3	-13
Cc1ccc(C(=O)CSC2=C(C#N)C(c3ccco3)CC(=O)N2)c(C)c1 (stereo not given)	-0.1	-2	-4	1.0	-6	3.0	-1.2	2	0.7	-1.1	7
CC(C)(C)c1ccc(OCC(=O)NNC(=S)NC(=O)c2ccco2)c(Br)c1	-0.8	6	0	-0.6	-5	-2.8	-1.2	2	-0.3	0.3	0
Cc1ccc(-c2nnc(SCC(=O)CC(=O)Nc3ccccc3)n2-c2ccccc2)cc1	0.2	-2	0	-0.8	3	0.4	-1.5	-3	-0.6	-2.8	-9
Cc1nonc1N1CCN(Cc2cn[nH]c2-c2ccc3c(c2)OCO3)CC1	0.4	0	1	0.2	-8	-0.4	-1.1	-3	1.0	-1.6	0
CC(NC(=O)CN(c1cccc(C(F)(F)F)c1)S(=O)(=O)c1ccc(Cl)c([N+](=O)[O-])c1)c1ccccc1 (stereo not given)	-1.8	0	-28	-0.3	-8	3.8	-1.1	-3	3.1	-2.6	11
COc1cccc(CNC(=O)COC(=O)CCc2cc(OC)c(OC)c(OC)c2)c1	-0.2	-2	-3	0.1	0	-1.0	-1.4	-1	0.8	-2.3	-10
CCOC(=O)C1(CC2CCCCO2)CCN(S(=O)(=O)c2ccsc2)CC1 (stereo not given)	2.2	-2	3	1.1	1	-1.2	-1.4	-2	-0.4	-1.1	-6
CCCCCN(C(=O)CCC(=O)OCc1ccc(Cl)cc1Cl)c1c(N)n(CCCC)c(=O)[nH]c1=O	0.6	0	0	0.2	8	-0.4	-1.0	-2	-0.9	-4.2	-5
COc1ccc(C)cc1NC(=O)CN(C)S(=O)(=O)c1ccc2c(c1)n(C)c(=O)c(=O)n2C	1.7	-5	0	0.7	5	-0.6	-1.3	0	0.4	2.4	-8
Cc1cc(S(=O)(=O)N(Cc2cccs2)Cc2ccccc2F)ccc1-n1cnnn1	1.8	-6	-5	-0.7	-20	-3.6	-1.6	-5	-0.2	-0.6	18
CCOc1ccc(C2NC(=O)NC(C)=C2[N+](=O)[O-])cc1OC (stereo not given)	-0.3	-9	-4	0.2	-5	-1.4	-1.2	1	-2.2	1.8	8
O=C(O)c1cc(-c2cccc(Cl)c2)nc2nc(N3CCCCC3)sc12	0.6	-3	-4	1.3	-8	-0.5	-0.4	4	-0.8	-0.7	i
O=C(c1ccc(N2CCOCC2)cc1)c1cccs1	0.3	3	0	3.8*	-5	5.5	0.1	4	3.3	12*	3
CCc1nc(N2CCN(C(C)=O)CC2)c2c3c(sc2n1)CC(C(C)(C)C)CC3 (stereo not given)	1.1	-11	1	-0.3	3	-2.0	-1.2	-2	0.2	-1.8	-9
C[C@H]1CN([C@@H](C)CO)C(=O)c2cc(Br)cnc2O[C@@H]1CN(C)S(=O)(=O)c1cn(C)cn1	0.4	-3	-1	-0.6	5	-0.2	-1.0	2	1.3	-0.8	-4
CCCCC1=CC2=C(c3ccco3)C(=O)C(C)(OC(=O)c3ccc(OC)cc3)C(=O)C2=CN1C1CC1 (stereo not given)	0.7	3	5	0.2	-6	-1.2	-0.9	1	0.8	0.8	-7
Cc1ccccc1N1CCN(C2CCCN(C(=O)c3ccccn3)C2)CC1 (stereo not given)	0.0	0	2	-2.5	-3	-1.5	-0.9	-1	0.4	-3.5	-6
Cc1ccccc1C(=O)NNC(=S)NC(=O)c1ccc(Cl)cc1Cl	-4.1	-1	4	-0.6	17	1.6	-1.0	0	-0.1	0.7	6
Cc1cc(C)n2c(Nc3ccc4c(c3)OCCO4)c(CC(C)C)nc2n1	.	12	-1	-1.4	2	-1.6	-1.6	-4	.	-2.7	-4
CCN(CC(=O)Nc1ccccc1OC)C(=O)CC1CC2CCC1C2 (stereo not given)	3.2	3	0	-0.6	4	-0.6	-1.2	-2	-0.5	-1.3	-4
CC(=O)Nc1ccc(S(=O)(=O)N(C)CC(=O)OCC(=O)N2CCc3ccccc32)cc1	-0.2	-9	0	-0.4	5	0.8	-1.2	3	-0.3	-2.1	8
COC(=O)[C@]12C[C@H](CC(=O)NCCCCc3ccccc3)C(=O)N(Cc3ccc4c(c3)OCO4)C1=C[C@H](COCc1ccccc1)O[C@@H]2C	.	-4	1	-1.1	-22	0.5	-0.3	0	.	0.9	11
CNc1c(NS(=O)(=O)c2cc(Cl)ccc2OC)c(=O)oc2ccccc12	-1.1	-4	-5	-0.3	-6	0.6	-0.9	-2	-0.3	-0.7	4
CCC(C)n1ncn(-c2ccc(N3CCN(c4ccc(O)cc4)CC3)cc2)c1=O (stereo not given)	1.4	3	5	0.8	3	-2.3	-2.3	-4	-0.6	-7.1	-5
O=C(NN=C1CCCCCCC1)c1ccc2ccccc2n1	-1.7	-2	-4	0.9	4	5.3	0.0	-2	2.4	4.3	-1
CS(=O)(=O)c1cccc(C(=O)OCC(=O)NCc2cccs2)c1	-0.8	6	3	1.7	14	0.3	-0.9	-3	-0.2	-0.7	-20
NNc1nc(Nc2ccccc2)nc(Nc2ccccc2)n1	2.3	2	0	-0.2	-4	-0.4	-0.9	2	-1.1	-1.2	-2
